TcdB GH inh – blocks C. difficile toxin B glycohydrolase activity. P18177. TcdB glycohydrolase enzymatic assay, plate reader. inhibition, % at 9.99 µM. hit rate 0.24% among 350,000. AID 652162; in the data active means inhibition above about 10%
Target sequence (P18177 whole entry, looked up): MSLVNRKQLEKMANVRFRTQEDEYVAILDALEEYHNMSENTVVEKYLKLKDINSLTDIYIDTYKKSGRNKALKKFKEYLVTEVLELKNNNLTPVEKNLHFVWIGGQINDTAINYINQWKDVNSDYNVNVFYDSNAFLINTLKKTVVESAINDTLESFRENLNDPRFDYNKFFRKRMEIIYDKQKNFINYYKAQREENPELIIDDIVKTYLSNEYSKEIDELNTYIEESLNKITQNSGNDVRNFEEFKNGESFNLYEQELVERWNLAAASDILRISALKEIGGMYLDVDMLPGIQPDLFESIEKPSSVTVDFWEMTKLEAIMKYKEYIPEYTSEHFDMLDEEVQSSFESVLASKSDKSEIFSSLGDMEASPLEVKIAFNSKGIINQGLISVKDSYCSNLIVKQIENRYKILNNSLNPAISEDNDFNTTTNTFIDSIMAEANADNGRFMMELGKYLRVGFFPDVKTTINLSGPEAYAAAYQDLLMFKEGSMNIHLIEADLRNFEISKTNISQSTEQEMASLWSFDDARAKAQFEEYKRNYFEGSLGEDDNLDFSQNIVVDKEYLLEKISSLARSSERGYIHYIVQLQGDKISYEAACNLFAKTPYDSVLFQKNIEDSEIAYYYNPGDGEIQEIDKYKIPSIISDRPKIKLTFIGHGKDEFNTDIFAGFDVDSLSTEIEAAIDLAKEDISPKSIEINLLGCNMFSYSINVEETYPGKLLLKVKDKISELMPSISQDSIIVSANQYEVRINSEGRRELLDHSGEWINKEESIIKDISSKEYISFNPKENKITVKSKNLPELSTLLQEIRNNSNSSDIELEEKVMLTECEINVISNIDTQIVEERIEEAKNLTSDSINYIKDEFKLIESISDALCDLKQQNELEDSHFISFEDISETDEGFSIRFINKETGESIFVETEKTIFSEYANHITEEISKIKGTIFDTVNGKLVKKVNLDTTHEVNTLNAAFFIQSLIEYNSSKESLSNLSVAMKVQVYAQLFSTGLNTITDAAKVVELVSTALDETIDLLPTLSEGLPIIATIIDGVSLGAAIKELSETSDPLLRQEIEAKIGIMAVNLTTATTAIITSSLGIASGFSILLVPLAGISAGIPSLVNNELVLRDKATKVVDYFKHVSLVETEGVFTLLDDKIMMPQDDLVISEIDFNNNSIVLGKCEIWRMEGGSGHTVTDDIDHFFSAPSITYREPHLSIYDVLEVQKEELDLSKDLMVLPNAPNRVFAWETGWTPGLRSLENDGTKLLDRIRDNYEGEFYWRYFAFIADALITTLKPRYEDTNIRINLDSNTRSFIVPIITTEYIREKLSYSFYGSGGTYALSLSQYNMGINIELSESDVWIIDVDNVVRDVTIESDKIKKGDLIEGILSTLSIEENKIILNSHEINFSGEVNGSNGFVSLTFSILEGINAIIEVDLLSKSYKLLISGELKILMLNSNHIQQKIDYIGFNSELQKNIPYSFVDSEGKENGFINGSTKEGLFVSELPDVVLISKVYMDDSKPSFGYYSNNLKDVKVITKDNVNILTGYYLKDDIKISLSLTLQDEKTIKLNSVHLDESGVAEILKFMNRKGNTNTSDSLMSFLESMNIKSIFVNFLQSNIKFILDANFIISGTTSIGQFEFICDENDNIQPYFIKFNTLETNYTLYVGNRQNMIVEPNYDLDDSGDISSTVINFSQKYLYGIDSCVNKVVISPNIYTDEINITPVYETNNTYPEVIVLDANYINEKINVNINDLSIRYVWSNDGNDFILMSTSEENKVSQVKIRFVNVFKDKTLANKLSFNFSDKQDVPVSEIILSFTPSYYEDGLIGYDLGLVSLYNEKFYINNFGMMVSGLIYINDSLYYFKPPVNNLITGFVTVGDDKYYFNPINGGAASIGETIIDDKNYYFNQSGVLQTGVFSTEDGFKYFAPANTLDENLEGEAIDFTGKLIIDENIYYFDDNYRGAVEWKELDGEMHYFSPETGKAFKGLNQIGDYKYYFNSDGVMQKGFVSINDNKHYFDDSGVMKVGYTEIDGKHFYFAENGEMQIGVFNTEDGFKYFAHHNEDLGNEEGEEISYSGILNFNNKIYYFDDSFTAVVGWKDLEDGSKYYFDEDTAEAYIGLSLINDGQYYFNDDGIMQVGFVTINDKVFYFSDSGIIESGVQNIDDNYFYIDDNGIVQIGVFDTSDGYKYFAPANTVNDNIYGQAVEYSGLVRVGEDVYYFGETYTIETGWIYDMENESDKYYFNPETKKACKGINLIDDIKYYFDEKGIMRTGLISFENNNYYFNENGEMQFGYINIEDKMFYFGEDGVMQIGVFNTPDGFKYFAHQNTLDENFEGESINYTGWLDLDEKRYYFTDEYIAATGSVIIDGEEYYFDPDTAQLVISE
Numbers without * were called inactive; & = joins results of further samples.

SMILES | TcdB GH inh
C#CCNC(=O)C[C@H]1C[C@@]2(C(=O)OC)C(=C[C@H](COCc3ccccc3)O[C@@H]2C)N(Cc2ccc3c(c2)OCO3)C1=O | -0.3
C[C@@H]1CN([C@@H](C)CO)C(=O)c2cccc(N(C)C)c2O[C@@H]1CN(C)S(C)(=O)=O | 0.0
CO[C@@H]1CC[C@H]2CCN(C)C(=O)C[C@@H](c3ccccc3)CN(C)C(=O)c3cccc(C#N)c3OC[C@H]1O2 | 1.3
CS(=O)(=O)N1[C@@H]2c3cccc(=O)n3C[C@H]1[C@H](CO)[C@H]2C(=O)NCc1ccccc1 | -0.1
COc1ccc2c3c([nH]c2c1)[C@@H](CO)N(C(=O)c1cccnc1)CC31CN(Cc2cccnc2)C1 | 0.5
CCc1c(C2CC2)ncn1Cc1cccc(-c2ccccc2)c1 | -4.9
O=C(C[C@H]1C[C@H]2c3cc(NC(=O)C4CCC4)ccc3O[C@H]2[C@H](CO)O1)NCCN1CCCCC1 | -0.3
COC(=O)C1=C(C)N(Cc2ccc(F)cc2)C(=S)NC1c1ccc(Cl)cc1 (configuration not stated) | 1.3
COc1ccc(S(=O)(=O)N(C)C[C@H]2Oc3ccc(NC(=O)NC(C)C)cc3CC(=O)N([C@H](C)CO)C[C@H]2C)cc1 | -1.5
CCCNC(=O)N1CC(=O)N2[C@H](C1)[C@H](c1ccc(-c3ccc(F)cc3)cc1)[C@@H]2CO | -3.1
C/C=C/c1ccc([C@@H]2[C@@H](CO)N3C(=O)CN(S(=O)(=O)c4ccccc4)C[C@@H]23)cc1 | 0.5
C[C@@H]1CCCCO[C@@H](CN(C)C(=O)Nc2ccc(C(F)(F)F)cc2)[C@H](C)CN([C@@H](C)CO)C(=O)c2cc(NC(=O)Nc3ccc4c(c3)OCO4)ccc2O1 | 0.5
CNC[C@@H]1Oc2ncc(-c3cccc(C(=O)N(C)C)c3)cc2C(=O)N([C@@H](C)CO)C[C@H]1C | -1.6
C[C@@H]1CN([C@H](C)CO)S(=O)(=O)c2ccc(C#Cc3ccncc3)cc2O[C@@H]1CN(C)C(=O)C1CCOCC1 | -4.0
COc1cccc(NC(=O)C[C@@H]2CC[C@H]3[C@@H](COc4ccc(NC(=O)C5CCC5)cc4C(=O)N3C)O2)c1 | -0.8

7 compounds out of the list, arranged by length of the SMILES, descending.
SMILES | TcdB GH inh
C[C@@H]1CCCCO[C@@H](CN(C)C(=O)Nc2ccc(C(F)(F)F)cc2)[C@H](C)CN([C@@H](C)CO)C(=O)c2cc(NC(=O)Nc3ccc4c(c3)OCO4)ccc2O1 | 0.5
COc1ccc(S(=O)(=O)N(C)C[C@H]2Oc3ccc(NC(=O)NC(C)C)cc3CC(=O)N([C@H](C)CO)C[C@H]2C)cc1 | -1.5
C[C@@H]1CN([C@H](C)CO)S(=O)(=O)c2ccc(C#Cc3ccncc3)cc2O[C@@H]1CN(C)C(=O)C1CCOCC1 | -4.0
COc1cccc(NC(=O)C[C@@H]2CC[C@H]3[C@@H](COc4ccc(NC(=O)C5CCC5)cc4C(=O)N3C)O2)c1 | -0.8
CS(=O)(=O)N1[C@@H]2c3cccc(=O)n3C[C@H]1[C@H](CO)[C@H]2C(=O)NCc1ccccc1 | -0.1
CCCNC(=O)N1CC(=O)N2[C@H](C1)[C@H](c1ccc(-c3ccc(F)cc3)cc1)[C@@H]2CO | -3.1
CCc1c(C2CC2)ncn1Cc1cccc(-c2ccccc2)c1 | -4.9

The main list resumes, starting 2 compounds before the break.
SMILES | TcdB GH inh
C[C@@H]1CN([C@H](C)CO)S(=O)(=O)c2ccc(C#Cc3ccncc3)cc2O[C@@H]1CN(C)C(=O)C1CCOCC1 | -4.0
COc1cccc(NC(=O)C[C@@H]2CC[C@H]3[C@@H](COc4ccc(NC(=O)C5CCC5)cc4C(=O)N3C)O2)c1 | -0.8
CN1C(=O)c2cc(NC(=O)c3ccc(F)cc3)ccc2OC[C@H]2O[C@@H](CC(=O)N3CCOCC3)CC[C@H]21 | 4.8
C[C@@H]1CN([C@H](C)CO)C(=O)c2cc(-c3cccc(F)c3)cnc2O[C@@H]1CN(C)CC1CCOCC1 | 1.0
O=C(Cc1cccnc1)N1CC(=O)N2[C@H](CO)[C@@H](c3ccc(/C=C/c4ccccc4)cc3)[C@@H]2C1 | 0.1
C[C@@H]1CN([C@@H](C)CO)C(=O)c2cc(NS(=O)(=O)c3ccc(F)cc3)ccc2O[C@@H](C)CCCCO[C@H]1CN(C)C | 0.0
CC(NC(=O)C=Cc1ccco1)C(=O)NC(Cc1ccccc1)C(N)=O (configuration not stated) | -1.8
COc1cccc(S(=O)(=O)N(C)C[C@@H]2Oc3ncc(C#CCN(C)C)cc3C(=O)N([C@@H](C)CO)C[C@H]2C)c1 | -0.1
O=C(NC1CCCCC1)N[C@@H]1CC[C@@H](CCNS(=O)(=O)c2ccc(F)cc2)O[C@H]1CO | -2.3
COCC#Cc1cnc2c(c1)C(=O)N([C@@H](C)CO)C[C@H](C)[C@@H](CN(C)C(=O)NC1CCCC1)O2 | -0.3
C[C@H]1CN([C@@H](C)CO)C(=O)Cc2cc(NS(=O)(=O)c3cccs3)ccc2O[C@H]1CN(C)C(=O)Nc1ccccc1 | -0.2
CO[C@H]1CN(C)C(=O)c2ccc(NC(=O)CC(F)(F)F)cc2OC[C@@H](C)N(C(=O)C2CCCCC2)C[C@@H]1C | 0.3
C/C=C/c1cnc2c(c1)C(=O)N([C@@H](C)CO)C[C@@H](C)[C@@H](CN(C)Cc1ccc(F)cc1)O2 | -2.7
O=C1CN(Cc2ccc(F)cc2)C[C@H]2[C@@H](c3ccc(Br)cc3)[C@@H](CO)N12 | -11
CCC(=O)NC[C@@H]1[C@H](c2ccccc2)[C@H](CO)N1C(=O)C1CCC1 | -0.8
C[C@@H]1CN([C@H](C)CO)C(=O)c2cc(NS(=O)(=O)c3ccc(Cl)cc3)ccc2O[C@@H](C)CCCCO[C@@H]1CN(C)C(=O)c1ccccc1 | 0.5
C[C@@H]1CN([C@H](C)CO)C(=O)c2cc(NC(=O)CCC(F)(F)F)ccc2O[C@H]1CN(C)C(=O)Nc1ccc(C(F)(F)F)cc1 | -0.7
CN(C)CC(=O)N1[C@@H]2Cn3c(ccc(-c4ccncc4)c3=O)[C@H]1[C@@H](C(=O)NC1CCC1)[C@@H]2CO | 0.8
O=C(C[C@H]1CC[C@@H](NC(=O)Nc2ccc(C(F)(F)F)cc2)[C@@H](CO)O1)NCc1cc(F)cc(F)c1 | -0.3
C[C@@H]1CN([C@@H](C)CO)C(=O)c2cccc(NC(=O)Nc3ccc(C(F)(F)F)cc3)c2O[C@@H]1CN(C)Cc1ccncc1 | -0.5
COc1ccc(CNC(=O)N(C)C[C@H]2OCc3ccccc3-c3c(n(C)c4ccccc34)C(=O)N([C@@H](C)CO)C[C@@H]2C)cc1 | -0.6
C[C@@H]1CN([C@H](C)CO)C(=O)c2cc(NC(=O)Cc3ccccc3)ccc2O[C@@H](C)CCCCO[C@@H]1CN(C)C(=O)Nc1cccc2ccccc12 | 0.1
c1ccc(N2[C@@H]3c4ccccc4C[C@H]2c2ccccc23)cc1 | 0.4
C[C@H]1CN([C@@H](C)CO)C(=O)c2cc(NC(=O)CCCCCC(=O)Nc3ccccc3N)ccc2O[C@H]1CN(C)Cc1ccc(Cl)c(Cl)c1 | -0.9
O=C(C1CCCC1)N1C[C@@H]2[C@H](c3ccccc31)[C@H](CO)N2C(=O)c1ccccc1 | -0.7
COc1ccc(CN(C)C[C@@H]2Oc3ccc(NS(=O)(=O)c4cn(C)cn4)cc3CC(=O)N([C@@H](C)CO)C[C@H]2C)cc1 | 0.2
CC(C)NC(=O)Nc1ccc2c(c1)C(=O)N([C@@H](C)CO)C[C@@H](C)[C@@H](CN(C)C(=O)NC1CCCCC1)OCCCC[C@@H](C)O2 | 1.1
O=C(CCN1CCCCC1)N[C@@H]1CC[C@H](CCn2cc(-c3cccc(F)c3)nn2)O[C@@H]1CO | -0.2
C[C@@H]1CN([C@H](C)CO)C(=O)c2cccc(NC(=O)c3nc4ccccc4s3)c2O[C@@H]1CN(C)Cc1ccccc1 | -0.1
CCCNC(=O)N(C)C[C@H]1Oc2cc(Br)ccc2S(=O)(=O)N([C@@H](C)CO)C[C@H]1C | -1.8
C[C@@H]1CCCCO[C@@H](CN(C)Cc2ccc3c(c2)OCO3)[C@@H](C)CN([C@@H](C)CO)C(=O)c2cc(NS(C)(=O)=O)ccc2O1 | 0.4
Cc1ccccc1-c1ccc([C@@H]2[C@@H](CO)N3CCCCN(S(=O)(=O)Cc4ccccc4)C[C@H]23)cc1 | 0.2
COCC(=O)N1[C@@H](CO)[C@H](c2ccc(-c3ccccc3OC)cc2)C12CN(C(C)=O)C2 | -0.2
C[C@@H]1CN([C@@H](C)CO)C(=O)CCCn2cc(nn2)CO[C@@H]1CN(C)C(=O)Nc1ccnc(N2CCOCC2)c1 | -1.9
C[C@@H]1CN([C@H](C)CO)C(=O)CCCn2cc(nn2)CO[C@@H]1CN(C)S(=O)(=O)c1ccc(Oc2ccccc2)cc1 | 0.0
CCS(=O)(=O)Nc1ccc2c(c1)C(=O)N(C)C[C@@H](OC)[C@@H](C)CN(C(C)=O)[C@@H](C)CO2 | 0.9
Clc1ccc(CN2CCN(c3ncc(Cc4ccccc4)cn3)CC2)c(Cl)c1 | 0.2
O=C(O)C[C@H]1C[C@@H]2c3cc(NC(=O)c4cccnc4)ccc3O[C@@H]2[C@@H](CO)O1 | -1.2
Cc1ccc(N2CCN(C(=O)C(=O)c3ccc4c(c3)OCO4)CC2)cc1 | -0.5
COc1ccc(S(=O)(=O)N(C)C[C@@H]2Oc3cc(C#CC4CCCCC4)ccc3S(=O)(=O)N([C@H](C)CO)C[C@H]2C)cc1 | -1.2
CO[C@@H](C(=O)N(C)C[C@H]1OCc2ccccc2-c2ccccc2C(=O)N([C@H](C)CO)C[C@H]1C)c1ccccc1 | 0.5
O=S(=O)(Cc1ccccc1)N1CCCCN2[C@H](CO)[C@H](c3ccc(-c4ccc(F)cc4)cc3)[C@H]2C1 | 0.3
C[C@@H]1CN([C@H](C)CO)C(=O)c2cc(NS(C)(=O)=O)ccc2O[C@H]1CN(C)CC1CC1 | -8.4
C/C=C/c1ccc(C2[C@@H]3CN(C(=O)Nc4ccccc4OC)C[C@H]2N3)cc1 (some centres not stated) | 1.2&-0.4
O=C(C[C@H]1CC[C@@H]2[C@H](COC[C@@H](O)CN2C(=O)c2cccnc2)O1)NC1Cc2ccccc2C1 | 0.5
COc1ccc(-c2ccc3c(c2)[C@H]2[C@H](CCN2C(=O)C2CC2)[C@@H](CO)N3C)cc1 | 15*
CCNC(=O)[C@H]1[C@H](CO)[C@H]2Cn3c(ccc(-c4cccnc4)c3=O)[C@@H]1N2Cc1ccccc1 | 1.2
CCCC#Cc1cnc2c(c1)C(=O)N([C@@H](C)CO)C[C@H](C)[C@@H](CN(C)C(=O)c1ccc3c(c1)OCO3)O2 | -0.4
O=C(C[C@@H]1CC[C@@H](NC(=O)C2CCC2)[C@H](CO)O1)NC1CCC1 | 0.1
COc1cccc(CN2[C@@H](CO)[C@H](c3ccccc3)C23CN(C(=O)C2CCOCC2)C3)c1 | -0.4
COCC(=O)N(C)C[C@@H]1Oc2ncc(C#Cc3ccccc3OC)cc2C(=O)N([C@@H](C)CO)C[C@@H]1C | 0.9
COc1cccc(-c2ccc3c(c2)[C@@H]2[C@@H](CCN2C(=O)NC2CCCCC2)[C@H](CO)N3C)c1 | 1.0
Cc1noc(C)c1NC(=O)N(C)C[C@H]1Oc2ccc(NS(=O)(=O)c3ccccc3)cc2CC(=O)N([C@@H](C)CO)C[C@@H]1C | 0.1
C[C@H](CO)N1C[C@H](C)[C@@H](CN(C)Cc2ccc3c(c2)OCO3)Oc2ncc(/C=C/c3ccccc3)cc2C1=O | -0.8
CCCNC(=O)Nc1ccc2c(c1)C(=O)N(C)C[C@@H](OC)[C@@H](C)CN(C(=O)C1CCCCC1)[C@@H](C)CO2 | 0.0
CCO[C@H]1OC(C(=O)N2CCCCCCC2)=C[C@@H](C2CC2)[C@@H]1CCCO | -0.2
CCC(=O)N1C[C@H]2[C@@H](c3ccccc31)[C@H](CO)N2Cc1ccccc1F | 0.1
CO[C@H]1CN(C)C(=O)c2cc(C#N)ccc2OC[C@H]2O[C@@H](CC[C@H]2OC)CCN(C)C(=O)[C@H]1C | -0.9
C[C@H]1CN([C@@H](C)CO)C(=O)c2cc(NC(=O)Cc3ccccc3)ccc2O[C@H]1CN(C)Cc1ccncc1 | 0.6
C[C@H]1CN([C@@H](C)CO)C(=O)c2cc(/C=C/c3ccccc3)cnc2O[C@@H]1CN(C)C(=O)Cc1cccnc1 | -0.9
O=C(NCC[C@H]1CC[C@H](NC(=O)C2CCCCC2)[C@@H](CO)O1)Nc1ccc(Cl)cc1 | -0.5
C[C@H]1CN([C@@H](C)CO)C(=O)Cc2cc(NC(=O)Nc3cccc4ccccc34)ccc2O[C@@H]1CN(C)C | 1.1

The list goes on:
SMILES | TcdB GH inh
Cc1ccccc1S(=O)(=O)N1[C@H](C#N)[C@H](c2ccc(-c3ccc(F)cc3)cc2)[C@H]1CO | 1.9
C[C@H]1CN([C@@H](C)CO)C(=O)c2cccc(NS(C)(=O)=O)c2O[C@H]1CN(C)Cc1ccncc1 | 1.4
COc1ccc(S(=O)(=O)N(C)C[C@@H]2OCCCC[C@@H](C)Oc3ccc(NC(=O)c4ccccc4)cc3C(=O)N([C@@H](C)CO)C[C@H]2C)cc1 | 0.8
COc1ccc(S(=O)(=O)N[C@H]2CC[C@H](CCn3cc(-c4cccc(F)c4)nn3)O[C@@H]2CO)cc1 | 0.6
COCC(=O)N1C[C@H](C)[C@@H](OC)CN(C)C(=O)c2cc(NC(=O)c3cnccn3)ccc2OC[C@@H]1C | -0.3
CO[C@H]1CN(C)C(=O)c2cc(NC(=O)C3CCOCC3)ccc2OC[C@@H](C)N(CC2CC2)C[C@@H]1C | -2.2
CC(C)NC(=O)Nc1ccc2c(c1)C(=O)N([C@@H](C)CO)C[C@@H](C)[C@H](CN(C)S(=O)(=O)c1ccccc1)OCCCC[C@@H](C)O2 | 0.0
C[C@H](O)C#Cc1cnc2c(c1)C(=O)N([C@H](C)CO)C[C@H](C)[C@@H](CN(C)Cc1cccc(C(=O)O)c1)O2 | 0.4

An excerpt; count on the stated rates, not on these rows.
